DDE Tn6 FP inh – inhibitors of Tn6 peptide binding to fibrin DD(E), primary screen, biochemical, fluorescence polarization, human fibrin, Tn6 probe; Fibrinogen beta chain (Homo sapiens), P02675; Fibrin DD(E) TRITC-Tn6 fluorescence polarization displacement; inhibition, % at 8.3 µM; 0.21% of 370,000 active;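 active means inhibition above a per-campaign cutoff: mean of compounds within control limits plus 3 SD, cut at about 15% in these data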;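 further: 0% = median of all compound wells on the plate and 100% = blocking peptide control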
PLC-gamma1 inh – PLC-gamma1 enzyme inhibitors, primary screen, biochemical, fluorescence, purified enzyme; 1-phosphatidylinositol 4,5-bisphosphate phosphodiesterase gamma-1 (Homo sapiens), P19174; inhibition, % at 12.2 µM; 0.84% of 370,000 active; fluorogenic substrate; in the data active means inhibition above about 9.5%
NR1D1 modulator – modulators of Rev-erb alpha DNA binding, primary screen, biochemical, FITC-DNA, fluorescence polarization, uHTS | Nuclear receptor subfamily 1 group D member 1 (Homo sapiens), P20393 | Rev-erbα–FITC-DNA binding, 90 min | activity, % at 10 µM | 0.79% of 370,000 active | AID 1259318, 2017;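 active means activity above about 14%, limit read from the data; passing the limit was not always enough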;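 further: 0% = DMSO wells with 35 nM protein and 100% = DMSO wells with 750 nM protein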
Target sequence (P20393 whole entry, looked up): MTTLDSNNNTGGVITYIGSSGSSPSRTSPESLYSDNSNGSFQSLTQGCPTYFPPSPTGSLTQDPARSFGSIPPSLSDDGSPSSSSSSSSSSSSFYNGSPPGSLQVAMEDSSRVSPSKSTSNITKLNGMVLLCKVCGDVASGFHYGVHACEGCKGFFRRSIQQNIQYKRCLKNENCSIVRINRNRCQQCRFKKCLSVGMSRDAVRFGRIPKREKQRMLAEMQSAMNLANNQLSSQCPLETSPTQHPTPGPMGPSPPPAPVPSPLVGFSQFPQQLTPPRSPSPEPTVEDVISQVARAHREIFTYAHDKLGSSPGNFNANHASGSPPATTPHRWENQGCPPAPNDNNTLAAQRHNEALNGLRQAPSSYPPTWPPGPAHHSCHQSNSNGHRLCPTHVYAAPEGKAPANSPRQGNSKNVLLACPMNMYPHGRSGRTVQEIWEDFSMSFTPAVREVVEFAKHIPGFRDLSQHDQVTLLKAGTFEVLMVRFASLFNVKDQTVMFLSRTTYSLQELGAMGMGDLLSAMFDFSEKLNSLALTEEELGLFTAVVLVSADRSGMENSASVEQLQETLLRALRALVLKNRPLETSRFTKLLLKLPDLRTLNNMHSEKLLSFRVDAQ
HGIII-sPLA2 inh – human group III sPLA2 inhibitors, primary screen, biochemical, QFRET, BODIPY PC-A2 liposome substrate. Group 3 secretory phospholipase A2 (Homo sapiens), Q9NZ20. QFRET BODIPY PC-A2 liposome hydrolysis, fluorescence. inhibition, % at 12.2 µM. 0.56% of 370,000 active;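 active means inhibition above mean plus 3 SD of compounds lying within the high and low control bounds, cut at about 19% in these data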;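 further: 0% = median of test compound wells and 100% = no enzyme DMSO wells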
PLCb3 inh – human PLC-beta3 inhibitors, primary screen, biochemical, fluorescence; inhibition, % at 12.2 µM; 1-phosphatidylinositol 4,5-bisphosphate phosphodiesterase beta-3 (Homo sapiens), Q01970; AID 720704, 2013; Purified PLC-beta3, fluorogenic substrate; 0.18% of 370,000 active; in the data active means inhibition above about 11%;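 further: 0% = median of compound wells on plate and 100% = full blocker control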
DDE Tn7 FP inh – inhibitors of Tn7 peptide binding to fibrin DD(E), primary screen, biochemical, fluorescence polarization, human fibrin, Tn7 probe; Fibrinogen beta chain (Homo sapiens), P02675; FP displacement of FITC-Tn7 peptide from fibrin DD(E); 0% = median of compound wells per plate; inhibition, % at 8.3 µM; 0.13% of 370,000 active; AID 720508, 2013;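 active means inhibition above the mean of compounds falling within the control limits plus 3 SD of them, cut at about 14% in these data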;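 further: 0% = plate median of compound wells and 100% = 10 µM Aha-Tn7 peptide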
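Test system: human clot-derived fibrin DD(E) complex / Quantity: 2 µM final DD(E) protein / Incubation: 10 min plus 3 h, room temperature / Measured by: fluorescence polarization / Benchmarks: high control of 10 µM Aha-Tn7 peptide / Replicates: singlicate testing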
proKLK7 act – proKLK7 zymogen activators, primary screen, biochemical, fluorescence intensity; 0.9% of 370,000 active; purified proKLK7, EDANS-DABCYL substrate fluorescence; 100% is mature enzyme control, 0% vehicle; activation, % at 7 µM;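 active means activation above the mean of all tested compounds plus 3 SD, computed per campaign excluding outliers beyond control limits, cut at about 13% in these data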
Target sequence (P49862 whole entry, looked up): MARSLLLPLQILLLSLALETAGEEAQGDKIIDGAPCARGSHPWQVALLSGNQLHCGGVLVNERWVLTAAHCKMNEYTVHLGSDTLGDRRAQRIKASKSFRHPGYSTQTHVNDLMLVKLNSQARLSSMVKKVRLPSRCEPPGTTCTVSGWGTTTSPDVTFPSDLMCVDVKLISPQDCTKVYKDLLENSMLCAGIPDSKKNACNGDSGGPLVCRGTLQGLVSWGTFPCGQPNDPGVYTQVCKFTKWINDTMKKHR
ARFGAP1 inhibitor – inhibitors of rat ARFGAP1 GAP activity, primary screen, biochemical, fluorescence polarization, GDP tracer; Arfgap1-stimulated ARF1 GTP hydrolysis, GDP FP detection; ADP-ribosylation factor GTPase-activating protein 1 (Rattus norvegicus), Q62848; inhibition, % at 16.5 µM; 0.26% of 360,000 active;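 active means inhibition above a per-plate limit, mean inhibition of low control wells plus 3 SD, cut at about 25% in these data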;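 further: 0% = DMSO wells with enzyme and 100% = wells lacking Arfgap1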
Target sequence (Q62848 1-136 limits assumed): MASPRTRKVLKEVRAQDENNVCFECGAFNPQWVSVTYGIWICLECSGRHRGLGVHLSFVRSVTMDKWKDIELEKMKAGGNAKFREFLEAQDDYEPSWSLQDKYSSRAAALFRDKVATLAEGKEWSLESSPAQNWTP
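Assay system: Rat Arfgap1 GAP domain (His6, aa 1-136), purified enzyme | Buffer or medium: HEPES 25 mM pH 7.5, NaCl 150 mM, MgCl2, DTT | Schedule: GTP hydrolysis reaction 2 h at 25 °C | Signal: FP of antibody-bound GDP Alexa 633 tracer, ex 620/em 688 nm | Measure: Percent inhibition of Arfgap1-stimulated GTP hydrolysis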
ASAP1 GAP inh – inhibitors of human ASAP1 ArfGAP activity, primary screen, biochemical, fluorescence polarization; Arf-GAP with SH3 domain, ANK repeat and PH domain-containing protein 1 (Homo sapiens), …; ASAP1-stimulated ARF1 GTP hydrolysis, GDP FP detection; inhibition, % at 16.5 µM; 0.19% of 360,000 active; AID 624377, 2012; in the data active means inhibition above about 25%;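 further: 0% = vehicle with enzyme and substrate and 100% = no enzyme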
UHRF1 binding – UHRF1 methylated DNA binding inhibitors, primary screen, counter-screen for MBD2 inhibitor project, biochemical, TR-FRET, human UHRF1, single concentration; E3 ubiquitin-protein ligase UHRF1 (Homo sapiens), Q96T88; UHRF1 binding to methylated oligo; inhibition, % at 4.4 µM; 0.75% of 370,000 active; AID 687016, 2013; in the data active means inhibition above about 21%;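 further: UHRF1 SRA domain binding a hemimethylated CpG hairpin DNA probe; 0% = median of test compound wells and 100% = reference inhibitor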
* marks the source's active call; other numbers are inactive results; i = inactive; · = not tested or not shown.

Each structure is followed by: DDE Tn6 FP inh, PLC-gamma1 inh, NR1D1 modulator, HGIII-sPLA2 inh, PLCb3 inh, DDE Tn7 FP inh, proKLK7 act, ARFGAP1 inhibitor, ASAP1 GAP inh, UHRF1 binding
1	Cc1noc(C)c1C(=O)N1CCN(CCc2ccccc2)CC1
  5, -1, 4, 1, -1, 3, 0.2, -1, 0, -3
2	Cc1cccc(C(=O)N/N=C/c2ccc3c(c2)OCO3)n1
  5, -13, -2, 5, -10, -4, -0.3, 13, 4, 0
3	CC(=O)/C=C\c1ccc(OC(=O)c2cccnc2)cc1
  3, -1, 3, -1, -3, 2, 2.7, -9, 6, -5
4	O=C(CC(=O)c1cccnc1)c1ccccc1
  -1, 8, 6, 6, -1, 0, -0.4, 8, -2, 4
5	COc1ccc(CN2C(=O)C(O)(CC(=O)c3ccc4c(c3)OCO4)c3ccccc32)cc1OC (stereo unspecified)
  1, -2, -1, -7, 3, -3, -0.1, -17, 15, 1
6	CC(C)(C)NC(=O)/C(=C/c1cccnc1)NC(=O)c1ccco1
  0, 2, -4, 2, -5, 1, -0.4, 10, -5, -2
7	CCC(=O)Nc1ccc(C(=O)Nc2ccc3c(c2)OCO3)cc1
  -11, 1, -4, 0, 0, -3, 0.2, -9, 1, -1
8	Cc1ccc(Cc2nnc(SCC(=O)Nc3c(C)cccc3C)[nH]c2=O)cc1
  6, -1, -4, -3, -1, -4, 0.1, 7, -6, -2
9	CCS(=O)(=O)c1ncc(Cl)c(C(=O)Nc2ccc(S(=O)(=O)N(C)c3ccccc3)cc2)n1
  1, -7, 0, -21, -14, 3, 4.8, 11, 4, -3
10	CN(C)c1ccc(-c2nnn(CC(=O)N3c4ccccc4CCc4ccccc43)n2)cc1
  7, -3, 4, 2, -2, 3, 0.2, -6, -12, -4
11	O=C(Nc1cccnc1)c1cc(-c2cc(Cl)ccc2O)n[nH]1
  6, 3, -3, -19, -1, 0, -0.2, 6, 8, 1
12	Cc1ccnc(NC(=O)CCN2C(=O)c3ccccc3S2(=O)=O)n1
  -10, 0, -3, 12, -12, -3, 0.4, 0, -5, 3
13	CCCC(=O)OC[C@H]1CN(C2CCCC2)S(=O)(=O)c2c(Oc3ccccc3)cccc2O1
  -3, 0, 9, -7, 1, -2, 0.2, 11, -5, 3
14	Cc1nnc2n(c1=O)N=C(c1ccc(Cl)cc1)CS2
  -4, -18, -2, 11, -21, 5, -0.1, 6, -10, 2
15	CCCN1CCN(C(=O)c2cc3c(s2)-c2ccccc2OC3)CC1
  -7, i, -6, 7, i, 1, 66*, 13, 6, 2

Filtered by structure, the entries above containing an NH in an aromatic ring.
Each structure is followed by: DDE Tn6 FP inh, PLC-gamma1 inh, NR1D1 modulator, HGIII-sPLA2 inh, PLCb3 inh, DDE Tn7 FP inh, proKLK7 act, ARFGAP1 inhibitor, ASAP1 GAP inh, UHRF1 binding
8	Cc1ccc(Cc2nnc(SCC(=O)Nc3c(C)cccc3C)[nH]c2=O)cc1
  6, -1, -4, -3, -1, -4, 0.1, 7, -6, -2
11	O=C(Nc1cccnc1)c1cc(-c2cc(Cl)ccc2O)n[nH]1
  6, 3, -3, -19, -1, 0, -0.2, 6, 8, 1

(continued)
Each structure is followed by: DDE Tn6 FP inh, PLC-gamma1 inh, NR1D1 modulator, HGIII-sPLA2 inh, PLCb3 inh, DDE Tn7 FP inh, proKLK7 act, ARFGAP1 inhibitor, ASAP1 GAP inh, UHRF1 binding
16	CC1(N(O)/C=C2\C=CC=CC2=O)CCCCC1=O (stereo unspecified)
  -2, 2, -6, -2, -7, -5, -1.5, 1, -3, 0
17	O=C(CC[C@H]1O[C@@H](n2ccc(=O)[nH]c2=O)[C@H](O)[C@@H]1O)N[C@H](Cc1ccccc1)C(=O)NCc1cccs1
  4, 0, -6, -1, 5, -5, -0.4, 9, -1, -2
18	CCC1(CC)NC(=O)N(CC(=O)OC(C)C(=O)Nc2cc([N+](=O)[O-])ccc2OC)C1=O (stereo unspecified)
  0, 7, 0, 5, -5, -8, -0.2, 8, -10, 18
19	COC(=O)c1ccc(CSc2nc(-c3ccccc3)cs2)o1
  -2, -2, -3, -11, -14, 2, 0.0, -19, -2, 21*
20	O=C(CN1C(=O)C2C3C=CC(C3)C2C1=O)Nc1ccc(C(=O)O)cc1 (stereo unspecified)
  -1, 2, -1, -1, 4, -2, -0.1, -1, 0, -3
21	O=[N+]([O-])c1cccc(Oc2ncccc2[N+](=O)[O-])c1
  8, 2, -10, -3, 4, 4, 0.2, 9, -10, 2
22	O=[N+]([O-])c1cc(CN(CCO)CCO)ccc1O
  -1, 9, 6, 11, -2, 3, 0.1, -1, -3, 2
23	Cn1c(/C(C#N)=C(\O)COc2ccc3ccccc3c2)nc2ccccc21
  8, 3, 23*, 0, 4, -13, -0.4, 11, -9, -2
24	CCOCCCNC(=O)c1[nH]c(C)c(C(C)=O)c1C
  1, -1, 0, 2, 5, -4, -0.8, -1, -5, -3
25	Cc1c(N/C(=N/S(=O)(=O)c2ccccc2)c2ccc(Cl)cc2)c(=O)n(-c2ccccc2)n1C
  -6, 2, -5, -7, 3, 3, -0.7, 14, -7, 14
26	O=C(Nc1ccccc1C(=O)OCC(=O)N1CCc2ccccc2C1)c1ccco1
  7, -10, 7, 1, -6, 6, -0.4, 4, 0, -4
27	Cc1ccc(OCC(=O)Nc2ccc3c(c2)OCO3)cc1C
  -1, -2, 0, -3, -3, 8, -0.2, -5, -2, -2
28	COc1ccc(CNC(=O)c2ccc(NC(=O)CC3SC(N4CCCC4)=NC3=O)cc2)cc1 (stereo unspecified)
  5, -2, 3, -3, -1, -2, -0.5, 7, 15, 2
29	CCOC(=O)c1oc2ccc(S(=O)(=O)n3nc(-c4ccc(C)cc4)cc3N)cc2c1C
  -2, 8, -1, 7, -3, 2, 0.2, -2, 1, 4
30	O=C(O)CCSc1nc2ccccc2n1CCOc1ccccc1
  4, 2, 3, 2, 1, 6, -0.2, -3, -3, -2

Values by screen from the list.
DDE Tn6 FP inh for entries 16–23 → -2, 4, 0, -2, -1, 8, -1, 8

Continuation.
Each structure is followed by: DDE Tn6 FP inh, PLC-gamma1 inh, NR1D1 modulator, HGIII-sPLA2 inh, PLCb3 inh, DDE Tn7 FP inh, proKLK7 act, ARFGAP1 inhibitor, ASAP1 GAP inh, UHRF1 binding
31	COc1cccc(Nc2nc(C(N)CCc3ccccc3)cs2)n1 (stereo unspecified)
  5, 1, -1, 9, 0, 1, 0.1, 9, -8, -1
32	Cc1nc2c(-c3ccc(F)cc3)c(C)nn2c(C)c1CCC(=O)Nc1ccccc1F
  -6, -1, 8, 2, -8, 0, -0.9, -1, -5, 0
33	CNc1nc(C(=O)O)nc(N2CCOCC2)n1
  -6, -9, 4, 13, -13, -5, 0.0, 8, 4, 6
34	Cc1ccc(C(=O)NCC(=O)OCC(=O)c2ccc3c(c2)OCCO3)cc1C
  0, -5, 1, -6, -5, -8, -0.2, -3, 6, 0
35	Cc1ccc(/C(N)=N/OC(=O)C(C)c2ccc([N+](=O)[O-])cc2)cc1 (stereo unspecified)
  0, 2, 6, -8, -3, 4, 0.0, 5, 7, 0
36	Cc1ccc2c(CN3CCCCC3C)cc(=O)oc2c1C (stereo unspecified)
  8, -4, -4, 6, -14, 13, 0.2, 12, 3, 2
37	COc1ccc(CN(CCC(C)C)S(=O)(=O)c2ccccc2Br)c(OC)c1
  -6, 1, 12, -14, 3, -2, 0.0, 4, 4, 1
38	c1ccc(OCCNc2nc(NCC3CC3)nc3cc(-c4ccccc4)sc23)cc1
  -4, -6, 2, -11, -6, -10, -2.2, 5, -2, 0
39	CN1C(C)(C)CC(=NOC(=O)c2ccccc2)CC1(C)C
  -5, 4, 4, 5, 1, -2, -0.2, 6, 3, 0
40	Cc1ccc(SCC(=O)Nc2cc(C)on2)cc1
  3, -9, 7, -1, -10, 7, 1.0, 8, 5, -1
41	COc1cc(C2C3=C(CC(C)(C)CC3=O)N(C)C3=C2C(=O)CC(C)(C)C3)ccc1O
  1, -4, 1, 1, -8, 8, -0.2, -14, -1, -7
42	CN(C(=O)c1cccc(NC(=O)C2CCCN(C(=O)OC(C)(C)C)C2)c1)C1CCC1 (stereo unspecified)
  -3, 3, -2, -1, 4, -5, 0.4, 4, -7, 4
43	COC(=O)Cn1ncc2c3ccccc3n(C)c2c1=O
  -5, -10, 4, 5, -13, 0, -0.2, -1, 1, -2
44	O=C(COC(=O)c1cccc(S(=O)(=O)NCc2ccccc2)c1)c1ccccc1
  1, 5, 8, -61, 5, 3, 0.3, 3, 11, 1
45	CCOC(=O)[C@@]12CCCC3=C1N(CCC3)C(=O)[C@H]2CC(=O)NCc1cccc(C(F)(F)F)c1
  -3, 2, 5, -1, 4, 3, -0.4, ·, ·, -2
46	COc1ccc2nc(NC(=O)C3=NN(c4ccccc4)C(=O)CC3)sc2c1
  1, -20, 7, -9, -26, 7, 0.4, -11, 0, 2
47	CC(=O)N1CC=CC1(C)C(=O)NCc1cc(F)cc(C(F)(F)F)c1 (stereo unspecified)
  1, 1, 3, 6, -1, 2, 0.0, 4, -1, 0
48	CN(C)c1ccc(C2(O)C(=O)c3ccccc3C2=O)cc1
  2, 0, -8, 2, 1, 2, 1.5, -1, 0, 8
49	COc1cccc(CNC(=O)CCNC(=O)N2CC(=O)Nc3ccccc32)c1
  -1, 0, 2, -6, 2, -4, -0.1, -3, -4, 0
50	OC1CCCC1NCc1ccnc2cc(Cl)ccc12 (stereo unspecified)
  -1, 2, -6, 1, 8, -2, -0.8, -6, 19, -1
